RBBP9 inhibitor: human RBBP9 inhibitors, primary screen, biochemical, fluorescence polarization, FP-Rh probe, HTS | inhibition, % at 7.94 µM | recombinant RBBP9 | Serine hydrolase RBBP9 (Homo sapiens), O75884 | 220,000 compounds, 0.2% hits;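 active = inhibition above the campaign mean of all tested compounds plus 3 SD, cut at about 14% in these data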;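 also: plate controls were DMSO wells with RBBP9 for no effect and wells lacking RBBP9 protein for full effect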
Target sequence (O75884 whole entry, looked up): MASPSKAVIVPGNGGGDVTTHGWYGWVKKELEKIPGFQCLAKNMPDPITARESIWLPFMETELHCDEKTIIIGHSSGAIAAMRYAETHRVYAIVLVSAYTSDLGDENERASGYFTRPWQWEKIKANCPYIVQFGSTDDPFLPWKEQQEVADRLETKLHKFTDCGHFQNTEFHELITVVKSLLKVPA
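System: RBBP9 protein / Quantity: 2.5 µM RBBP9 dispensing solution, before mixing / Also added: Serine-hydrolase probe FP-Rh, 375 nM pre-mixing / Dosing: 7.94 µM single dose, 0.794% DMSO / Timing: enzyme-compound preincubation 30 min, then probe labeling 45 min, 25 °C / Signal: FP readout at 525/598 nm / Controls: DMSO-treated enzyme wells and wells lacking RBBP9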
Runt-CBFb FRET: inhibitors of RUNX1 Runt–CBFb binding, primary screen, biochemical, FRET, Cerulean-Runt, Venus-CBFb, uHTS. Cerulean-Runt/Venus-CBFb FRET ratio 530/480, 1 h. inhibition, % at 20 µM. 220,000 compounds, 0.46% hits. AID 1496, 2009;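 active = inhibition over about 50% at 20 µM in the single-dose screen, limit read from the data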;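 also: 0% = DMSO wells and 100% = excess unlabeled CBFb competitor control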
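Measured by: fluorescence energy transfer, 422 nm excitation, 530/480 nm emission; test system: Cerulean-tagged RUNX1 Runt domain (FRET donor) fusion protein; buffer or medium: Tris pH 7.5 buffer with BSA; compound: one dose, 20 µM compound, 1% DMSO; times: two 1 h room-temperature incubations shielded from light; benchmarks: unlabeled CBFb 5 µM, positive control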
Ba/F3 V617F tox: reduced viability of JAK2V617F-dependent Ba/F3 cells, primary screen, JAK2V617F inhibitor project, cell-based, Ba/F3 EpoR-JAK2V617F, luminescence. ATP luminescence. AID 1446, 2008. 220,000 compounds, 1.1% hits. inhibition, % at 5.6 µM;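 active = inhibition above the campaign mean plus 3 SD over all tested compounds, cut at about 24% in these data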;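 also: cytokine-independent growth of Ba/F3 cells driven by EpoR plus mutant JAK2; 0% = DMSO-treated cells and 100% = JAK inhibitor I control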
S1P4 antag: S1P4 receptor antagonists, primary screen, cell-based | Sphingosine 1-phosphate receptor 4 (Homo sapiens), O95977 | S1P4-expressing cells, antagonist mode, reporter read-out | inhibition, % at 4.98 µM | 220,000 compounds, 0.26% hits; in the data active = inhibition above about 29%;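 also: 0% = wells stimulated with agonist and 100% = vehicle wells without agonist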
Target sequence (O95977 whole entry, looked up): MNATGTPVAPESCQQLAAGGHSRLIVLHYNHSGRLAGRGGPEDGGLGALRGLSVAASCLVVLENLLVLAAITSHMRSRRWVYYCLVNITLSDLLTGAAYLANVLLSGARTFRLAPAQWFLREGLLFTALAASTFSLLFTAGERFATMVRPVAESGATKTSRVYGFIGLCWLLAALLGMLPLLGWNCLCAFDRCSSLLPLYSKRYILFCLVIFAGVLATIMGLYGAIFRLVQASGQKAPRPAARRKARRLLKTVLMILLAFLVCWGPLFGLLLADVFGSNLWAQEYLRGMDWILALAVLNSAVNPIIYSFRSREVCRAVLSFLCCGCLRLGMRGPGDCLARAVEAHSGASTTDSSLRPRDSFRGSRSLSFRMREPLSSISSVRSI
NPY2 pot ag: NPY-Y2 potentiators or agonists, primary screen, cell-based | activation, % at 3.6 µM | cells expressing NPY-Y2, potentiator/agonist read-out | 220,000 compounds, 0.45% hits | Neuropeptide Y receptor type 2 (Homo sapiens), P49146 | AID 1359, 2008; in the data active = activation above about 27%;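 also: cells stimulated with NPY near EC25 plus isoproterenol at EC100; 0% = vehicle plus submaximal agonist and 100% = vehicle plus saturating agonist; some results beyond the cut were filed as inactive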
Target sequence (P49146 whole entry, looked up): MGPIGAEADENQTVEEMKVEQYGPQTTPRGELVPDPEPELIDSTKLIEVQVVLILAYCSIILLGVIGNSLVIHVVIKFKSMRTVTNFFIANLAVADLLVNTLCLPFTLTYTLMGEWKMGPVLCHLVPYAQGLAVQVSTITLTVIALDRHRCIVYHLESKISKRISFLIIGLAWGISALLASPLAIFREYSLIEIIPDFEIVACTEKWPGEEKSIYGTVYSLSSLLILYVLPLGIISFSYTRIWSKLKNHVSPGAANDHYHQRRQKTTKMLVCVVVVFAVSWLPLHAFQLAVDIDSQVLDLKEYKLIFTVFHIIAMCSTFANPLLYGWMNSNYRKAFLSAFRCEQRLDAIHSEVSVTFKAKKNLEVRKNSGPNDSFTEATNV
NPY Y1 blocker: NPY-Y1 receptor antagonists, primary screen, cell-based. Neuropeptide Y receptor type 1 (Homo sapiens), P25929. HEK293-CNG Y1 cells, membrane potential fluorescence; NPY at EC95, then isoproterenol. inhibition, % at 3.6 µM. 200,000 compounds, 1% hits. AID 1040, 2008;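 active = inhibition above the campaign mean inhibition of all tested compounds plus 3 SD, cut at about 20% in these data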;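 also: 0% = DMSO wells given NPY plus isoproterenol and 100% = isoproterenol alone without NPY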
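Assay system: HEK293 cells with Y1 receptor plus CNG channel | Probe or stimulus: NPY (25 nM), isoproterenol (1 µM), Ro 20-1724 (25 µM) | Timing: Compound incubation 1 h at room temperature, readout 45 min post-stimulation | Measured by: Membrane-potential fluorescent dye readout | Benchmarks: High control isoproterenol alone, low control NPY with isoproterenol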
BaF3 tox: parental Ba/F3 cell viability inhibition, counter-screen for JAK2V617F inhibitor project, murine pro-B, CellTiter-Glo luminescence; AID 1486, 2009; CellTiter-Glo ATP luminescence; 220,000 compounds, 1.1% hits; inhibition, % at 5.6 µM;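 active = inhibition above a per-campaign cutoff, the mean inhibition of all tested compounds plus 3 SD, cut at about 27% in these data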;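 also: 0% = DMSO wells and 100% = JAK Inhibitor I control wells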
S1P4 agonist: S1P4 receptor agonists, primary screen, cell-based | Sphingosine 1-phosphate receptor 4 (Homo sapiens), O95977 | S1P4-expressing cell line, agonist reporter assay | activation, % at 4.98 µM | 220,000 compounds, 0.35% hits | AID 1509, 2009; in the data active = activation above about 11%;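 also: 0% = DMSO vehicle and 100% = reference agonist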
NPY-Y1 PAM-ag: NPY-Y1 receptor potentiators or agonists, primary screen, cell-based | NPY-Y1 expressing cells, potentiator/agonist activation | Neuropeptide Y receptor type 1 (Homo sapiens), P25929 | activation, % at 3.6 µM | 220,000 compounds, 0.37% hits | AID 1304, 2008; in the data active = activation above about 33%, passing the limit was not always enough;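 also: cells stimulated with NPY at EC10 then isoproterenol at EC100; 0% = low agonist plus stimulus and 100% = saturating agonist plus stimulus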
An asterisk follows results filed as active; · = no result given.

SMILES	RBBP9 inhibitor	Runt-CBFb FRET	Ba/F3 V617F tox	S1P4 antag	NPY2 pot ag	NPY Y1 blocker	BaF3 tox	S1P4 agonist	NPY-Y1 PAM-ag
O=C(CSc1nnc(-c2cccnc2)o1)Nc1ccccn1	-1	-1	-3	-4	19	1	2	-2.6	3
Cc1ccc(NC(=O)CCC(=O)c2cccs2)c(O)c1	-9	0	2	0	0	·	-3	0.5	8
CCOC(=O)N1CCN(C(=O)Cc2ccc(-n3c(=O)[nH]c4ccccc4c3=O)cc2)CC1	-15	-2	3	-11	0	-8	2	0.0	-5
Cc1ccccc1CSCC(=O)NC(=O)NC(C)(C)C	-14	0	4	-17	3	-1	2	0.1	5
COc1ccc(NC(=O)CC2C(=O)N(c3ccc(F)cc3)C(=S)N2NC(=O)c2ccccc2)cc1 (configuration not stated)	-9	4	2	-19	5	-5	6	-0.1	22
CCC(=O)Nc1cccc(NC(=S)NC(=O)c2ccc(C)cc2)c1	-7	8	0	-2	-6	6	1	0.2	-2
Cc1ccc(-c2noc(CCC(=O)Nc3cc(C)ccn3)n2)cc1	-10	-1	-2	-6	6	7	3	1.4	-10
O=S(=O)(NCC1OCCc2ccccc21)c1ccc(S(=O)(=O)N2CCOCC2)cc1 (configuration not stated)	0	-1	-2	25	-4	4	2	-3.0	-3
O=C(Cc1cn2ccsc2n1)Nc1nc2c(s1)CCCC2	-2	0	0	7	-6	-6	13	-1.3	13
CCC(=O)NC1=C(NC(C)c2ccccc2)C(=O)c2ccccc2C1=O (configuration not stated)	-10	1	1	-7	-7	-5	2	0.8	-24
Fc1cccc(CSc2nc3ccncc3[nH]2)c1	1	1	3	-15	6	2	9	0.7	-14
CCc1nn(-c2ccccc2)c2c1-c1cc(OC)c(OC)cc1C1(N2)C(=O)Nc2ccccc21 (configuration not stated)	-17	0	1	-2	-12	5	5	3.0	-7
COc1c(C(=O)NNC(=O)c2ccccc2Cl)csc1Br	-6	1	3	-18	-5	·	0	-0.6	-12
CCOc1cc(-c2nc3cc(C)ccn3c2NCC2CCCO2)ccc1O (configuration not stated)	2	-3	4	-8	-1	-5	3	-0.7	-4
COC(=O)c1sccc1NC(=O)c1ccc(Cl)s1	-13	0	0	-24	-4	4	1	2.4	-18
Cc1ccccc1OCc1n[nH]c(=S)n1Cc1ccccc1	-3	5	10	-15	1	-5	14	-3.7	19
CN(CC(=O)N1CCCC1)S(=O)(=O)c1ccc2ccccc2c1	-6	1	-1	7	1	-5	12	1.6	10
Cc1cc(C)n(-c2cc(C(C)(C)C)nc3c(-c4ccc(Cl)cc4)cnn23)n1	-2	-1	3	-1	-39	3	10	1.0	5
O=C(Nc1nnc(CCOCCOCCc2nnc(NC(=O)c3ccco3)s2)s1)c1ccco1	-6	3	-2	8	-7	3	7	1.0	5
CCN(CC)CCNC(=O)CS(=O)Cc1nc(-c2ccccc2Cl)oc1C (configuration not stated)	-6	0	-1	-4	-15	1	5	3.1	-6
O=C(NC1(C(F)(F)F)N=C2SCCN2C1=O)C1CCCCC1 (configuration not stated)	-5	-1	0	0	1	1	2	0.2	-6
CCN1CCC(NC(=O)Nc2ccc(F)cc2F)CC1	-8	-1	0	-13	4	-1	4	0.7	23
COC(=O)c1sccc1NC(=O)c1cc(-c2ccc(C)cc2C)nc2ccccc12	-13	-3	0	-14	-5	-4	7	0.0	-17
C/C(=N\NC(=O)c1ccc(CN2CCOCC2)cc1)c1ccc([N+](=O)[O-])cc1	-4	1	-2	-11	-5	-3	5	0.3	-8
Cc1ccc(NC(=O)CSc2ncnc3ccccc23)cc1S(=O)(=O)N1CCCCCC1	-27	-4	6	-14	15	3	7	0.2	-61
COc1cc2c(cc1OC)C(C)N(C(=O)c1c(-c3ccccc3)noc1C)CC2 (configuration not stated)	-3	1	-1	-1	-7	·	-4	-1.2	11
COc1cccc(/C=N/NC(=O)c2ccc(=O)n(C)c2)c1O	-6	-2	-1	-15	-3	3	3	0.6	-1
Cc1ccc(S(=O)(=O)N2CCOCC2)cc1NC(=O)COc1ccc(-c2nnco2)cc1	3	-1	3	-10	-14	-2	8	3.2	-3
CC[n+]1c(/C=C/Nc2ccccc2)oc2ccccc21	-4	7	4	6	-22	11	12	-1.7	-27
COc1ccc(O)c(/C=C(\C#N)C(=O)Nc2cccnc2)c1	-7	1	1	-13	5	1	7	1.0	-6
O=C(NNC(=O)C1CCN(Cc2cccc(F)c2)CC1)c1cccc(Cl)c1	-2	1	2	-11	12	5	1	-2.4	-18
N#C/C(=C\c1c[nH]c2ccccc12)c1nnc2n1CCCCC2	-6	-1	1	-35	8	2	5	3.1	-2
Cc1cccc(C)c1Nc1nnc(SCC(=O)c2ccc3c(c2)NC(=O)CO3)s1	-5	-2	-3	-5	-2	13	5	-1.1	-11
CCn1c(Cc2ccccc2)n[nH]c1=S	-10	6	-2	-28	4	·	-7	1.0	6
O=C(N/N=C/c1ccccc1OCc1ccccc1Cl)c1cccnc1	-5	-9	2	-3	-11	0	5	-1.0	-12
Nc1nc(NC(=O)/C=C\C(=O)O)nn1-c1ccccc1	-4	0	1	-23	8	4	9	2.2	9
O=c1[nH]c(CSc2nnc3ccccn23)nc2ccccc12	1	-4	-1	2	10	-1	3	2.6	18
Cc1ccc(NC(=O)N2C(=O)C3(OCCO3)c3ccccc32)cc1	-3	0	-1	-24	6	1	4	-1.2	12
COCCNS(=O)(=O)c1ccc(OCC(=O)OC)c(Cl)c1	-1	0	1	-26	1	2	-2	-0.3	-6
Cc1nn(-c2ccccc2)c(C)c1C(=O)OCC(=O)N(C)C1CCS(=O)(=O)C1 (configuration not stated)	-5	-1	-4	-20	4	6	-1	2.5	12
CC(Sc1nc2ccccc2o1)C(=O)O (configuration not stated)	-6	-1	-6	7	-8	11	3	-0.6	-11
COC(=O)C1=C(C)N(C)C(=S)NC1c1c(OC)ccc2ccccc12 (configuration not stated)	0	6	0	3	-7	0	2	0.7	16
O=C(NCc1ccco1)C1CCN(Cc2ccc(F)cc2)CC1	6	1	0	-1	12	9	2	1.1	0
O=C(CNC(=O)c1cccs1)c1ccc([N+](=O)[O-])cc1	-5	-3	-1	-8	-7	2	3	0.1	26
N#Cc1c2c(c(-c3ccccc3)[nH]c1=O)CCCC2	-12	-3	3	-10	2	-1	3	0.7	13
O=C(CSc1ccc(-c2ccc(F)cc2)nn1)NCc1ccco1	-2	0	-2	-11	0	6	2	-0.3	-39
C=CCNC(=O)/C(C#N)=C/c1ccc(C)o1	-7	-1	-4	-6	-11	5	3	3.0	3
CCN(CC)S(=O)(=O)c1ccc(C2CNC(=O)C2)cc1 (configuration not stated)	-4	1	-5	-4	12	2	-2	0.6	3
Cc1cc(Oc2ncccc2[N+](=O)[O-])c2cc(Cl)ccc2n1	-4	2	-1	0	20	·	1	0.2	16
O=C(NCc1csc(-c2cccs2)n1)C1CCCCC1	-2	0	-2	1	7	·	0	0.3	2

Three entries from above, arranged by the value under NPY Y1 blocker, ascending:
SMILES | RBBP9 inhibitor | Runt-CBFb FRET | S1P4 antag | NPY2 pot ag | NPY Y1 blocker | S1P4 agonist | NPY-Y1 PAM-ag
C/C(=N\NC(=O)c1ccc(CN2CCOCC2)cc1)c1ccc([N+](=O)[O-])cc1 | -4 | 1 | -11 | -5 | -3 | 0.3 | -8
N#Cc1c2c(c(-c3ccccc3)[nH]c1=O)CCCC2 | -12 | -3 | -10 | 2 | -1 | 0.7 | 13
COC(=O)c1sccc1NC(=O)c1ccc(Cl)s1 | -13 | 0 | -24 | -4 | 4 | 2.4 | -18

(listing goes on)
SMILES	RBBP9 inhibitor	Runt-CBFb FRET	Ba/F3 V617F tox	S1P4 antag	NPY2 pot ag	NPY Y1 blocker	BaF3 tox	S1P4 agonist	NPY-Y1 PAM-ag
Cc1ccc(S(=O)(=O)CNC(=S)c2cccc(C)c2)cc1	1	0	0	-6	1	-3	4	0.6	21
O=C(NC(c1ccccc1)c1ccccc1)c1ccc(=O)[nH]n1	-5	0	0	-7	-5	3	4	-1.4	-2
Cc1cc2cc(C(c3nnnn3C(C)(C)C)N(Cc3ccco3)CC3CCCO3)c(=O)[nH]c2cc1C (configuration not stated)	0	·	0	-12	-9	12	5	-1.4	-14
Cc1cc(C)c(S(=O)(=O)Cc2ccc(Cl)cc2)c(=O)[nH]1	-7	0	0	-13	-6	1	4	1.6	6
O=[N+]([O-])c1cc(/C=N/O)ccc1Oc1cccc(Cl)c1	-2	3	7	11	-20	-2	13	-1.1	-15
O=C(CNC1CCCCC1)NN=C(c1ccccc1)c1ccccc1	-4	-2	0	-3	-29	7	3	1.0	-10
CCOC(=O)c1cc(CC)sc1/N=C/C1C(=O)CCCC1=O	6	13	0	-2	0	4	9	1.0	-3
O=[N+]([O-])c1ccccc1S(=O)(=O)n1nnc2ccccc21	2	-1	0	-12	10	-2	6	1.7	-9
O=C(O)c1[nH]c2ccc([N+](=O)[O-])cc2c1-c1ccccc1	-3	1	-3	-3	3	·	1	1.8	1
C=CCNc1cnn(-c2ccc(C)cc2)c(=O)c1Sc1ccc(C)cc1	5	-4	0	13	-5	-4	6	-0.9	16
O=C1Nc2ccc(Br)cc2/C1=C/C1CC=CCC1 (configuration not stated)	-3	0	-1	15	-7	2	1	0.9	10
COc1cc2[nH]c3c(N4CCC(C(N)=O)CC4)ncnc3c2cc1OC	-1	-1	3	-17	-28	9	-1	2.3	-11
CC1=CC=CN2C1=NC(=O)CC2(C)C(=O)N(CC(=O)NC1CCCC1)c1cc(C)cc(C)c1 (configuration not stated)	-14	1	3	13	9	3	10	0.7	3
O=C1N=C(N2CCOCC2)SC1=C1CCCCC1	-5	-2	-2	-41	1	5	2	0.7	-6
O=C(NC1CCCCCCC1)c1cnccn1	-10	-1	0	11	2	0	2	0.3	14
COc1ccc(-c2cc(C(F)(F)F)nc(SCCC(=O)NCc3ccccc3)n2)cc1	-10	-2	-2	3	-2	0	0	1.1	-3
Cc1nn(CC(=O)O)c(C)c1C	-1	1	-3	-8	8	6	4	-0.2	-5
Nc1nnc(SCC(=O)OCC(=O)Nc2ccc(Br)cc2)s1	-1	1	-3	-11	6	-5	3	62*	-18
O=C(/C=C/c1cccc([N+](=O)[O-])c1)N1CCN(Cc2ccc3c(c2)OCO3)CC1	-9	-2	-1	-21	-6	-1	2	1.8	9
